NCI-60 one-dose screen, 48 h, at 10 µM unless noted. Numbers give growth in % (100 = growth as untreated, 0 = no growth, -100 = all killed).
CCRF-CEM: CCRF-CEM leukemia; 77,000 tested, 7% active; AID 1794778
HOP-62: HOP-62 NSCLC; 80,000 tested, 3.9% active
EKVX: EKVX NSCLC; 71,000 tested, 3% active
M14: M14 melanoma; 80,000 tested, 6.2% active; AID 1794745
MOLT-4: MOLT-4 leukemia cells; 80,000 tested, 6.9% active; AID 1794779
RPMI-8226: RPMI-8226 leukemia cells | 77,000 tested, 7.5% active | AID 1794781
A549/ATCC: A549/ATCC NSCLC. 81,000 tested, 3.7% active
HOP-92: HOP-92 NSCLC cells. 71,000 tested, 6.3% active. AID 1794738
Active calls of the source: *; nt = not tested or not shown; & = joins results of further samples. The calls were made as follows: active = growth percent below 10; inactive = the rest. Only part of the results is shown; rates above refer to the full screens.

canonical_smiles,CCRF-CEM,HOP-62,EKVX,M14,MOLT-4,RPMI-8226,A549/ATCC,HOP-92
Clc1ccc(Cn2c(-c3cscn3)nc3ccccc32)cn1,116,98,113,105,105,119,97,104
CC1CN1P(=S)(c1ccccc1)N1CC1C (configuration not stated),100&95,98,106&108,104&101,98&96,90&94,100,67&82
CC1(C)CC2(CC(C)(C)c3cc(O)c(O)cc32)c2cc(O)c(O)cc21,84,96,95,98,72,103,97,nt
CCC1C(=O)NC(=O)NC1=O,91,108,98,101,99,100,95,106
Nc1ccc(N)cc1 (tested in a mixture with another compound),nt,100,nt,101,96,99,nt,nt
ClC1=C(Cl)[C@]2(Cl)[C@@H]3[C@@H]([C@H]4C=C[C@@H]3C4)[C@@]1(Cl)C2(Cl)Cl,100,109,104,105,92,105,96,80
O=C(Nc1cccc(S(=O)(=O)F)c1)c1ccc([N+](=O)[O-])cc1,85,98,103,93,78,90,95,90
CCN(CC)CCOC(=O)C(OCCCc1ccccc1)(c1ccccc1)c1ccccc1,88,95,79,83,62,78,89,59

Going on with the list:
canonical_smiles,CCRF-CEM,HOP-62,EKVX,M14,MOLT-4,RPMI-8226,A549/ATCC,HOP-92
O=[N+]([O-])c1cc(C(F)(F)F)cc([N+](=O)[O-])c1Cl,101,95,106,93,102,104,108,113
CCC(=O)Nc1ccc(Cl)c(Cl)c1,103,94,98,103,98,106,92,77
CCOC12CC3C4=CCOC5CC(=O)N6c7ccccc7C1(CCN2C4)C6C53 (configuration not stated),93,105,nt,99,106,99,98,nt
O=S(=O)(F)c1ccc(O)cc1,98,92,nt,98,98,108,105,114
Cc1cc(N)ccc1N,69,94,nt,104,107,77,98,95
O=C1NC(=O)C(=Cc2cccn2CCCn2c3ccccc3c(=O)c3ccccc32)C(=O)N1,93,98,98,102,94,88,95,88
CC[C@H](C)[C@@H]([C@@H](CC(=O)N1CCC[C@H]1[C@H](OC)[C@@H](C)C(=O)N[C@H](C)[C@@H](O)c1ccccc1)OC)N(C)C(=O)[C@@H](NC(=O)[C@@H](NC)C(C)C)C(C)C,21,26,42,1.2*,18,26,21,12
CCN1C(=O)C(=C/C=C/c2ccccc2)C(=O)N(CC)C1=O,-14*,98,112,83,6.9*,61,101,116

The results go on:
canonical_smiles,CCRF-CEM,HOP-62,EKVX,M14,MOLT-4,RPMI-8226,A549/ATCC,HOP-92
COc1cccc(N=C(N)N[N+](=O)[O-])c1,75,106,nt,115,104,102,98,nt
COCOC1CCC2C3CCC4=CC(=O)CCC4=C3C=CC12C (configuration not stated),93,112,80,102,97,98,108,nt
Oc1ccccc1-c1ccccc1,95&103,103&101,116,113,94&90,93&99,96&100,112&99
CC(COC(=O)NCc1ccc(Cl)cc1)OC(N)=O (configuration not stated),86,81,98,103,86,106,64,92
c1c2c(cc3c1OCO3)CNCC2,107,95,93,97,99,106,75,105
O=C(O)C(Cl)(Cl)CCl,nt,98,100,99,nt,106,98,80
CCOP(=O)(OCC)C(C#N)OC(C)(C)C (configuration not stated),103,105,115,110,107,108,103,92
C[C@]12CCC(=O)C=C1CCC1C2CC[C@]2(C)C(=O)/C(=C/c3cnc[nH]3)CC12 (some centres not stated),nt,102,94,99,76,76,106,88

Next structures follow:
canonical_smiles,CCRF-CEM,HOP-62,EKVX,M14,MOLT-4,RPMI-8226,A549/ATCC,HOP-92
CC(C)(C)[C@H](NC(=O)c1cn(Cc2ccccc2)c2ccccc12)C(N)=O,86,93,92,97,82,90,102,93
Nc1c(C(=O)c2ccccc2)sc2nc3c(cc12)N1CCC3CC1,77,91,nt,101,94,92,88,nt
O=[N+]([O-])c1cc(Br)c(O)c(Br)c1,100,97,nt,111,107,99,99,96
Cc1ccc(S(=O)(=O)F)cc1,89,93,102,nt,107,97,98,117
CNC(C)C(O)c1ccccc1 (configuration not stated),103,110&104,99,114&104,96&117,103&111,104,80
Cc1cccc(C)c1NC(=O)CN1CCCC1=O,84,nt,101,106,101,111,102,93
NC(=O)c1c(Br)c(Br)c(Br)c(Br)c1C(=O)O (tested in a mixture with another compound),79&36,103&124,100&108,107&97,53,98&101,98&102,86&86
C[C@]12CCc3sc(Nc4ncccn4)nc3C1=CC[C@@H]1[C@@H]2CC[C@]2(C)C(=O)CC[C@@H]12,101,113,99,101,108,102,108,107

Next section.
canonical_smiles,CCRF-CEM,HOP-62,EKVX,M14,MOLT-4,RPMI-8226,A549/ATCC,HOP-92
COc1cc(C(=O)N/N=C/c2ccc(N(CCCl)CCCl)cc2)cc(OC)c1OC,82,95,91,89,54,100,94,64
O=P(Oc1cccc2ccccc12)(N1CC1)N1CC1,nt,104,nt,97,110,97,100,75
CCOC(=S)S,111,87,109,97,108,115,nt,106
O=C1CC23c4ccccc4N4C(=O)CC5OCC=C6CN1C2CC6C5C43 (configuration not stated),105,98,114,101,87,104,92,111
OCC(O)Cc1ccc2c(c1)OCO2 (configuration not stated),101,87,99,102,89,107,82,114
O=C(CCCCCCC(=O)Nc1ccc(N(CCCl)CCCl)cc1)NO,19,24,77,42,20,49,27,17
Nc1nnnc2nc[nH]c12,0.7*,-11*,8.9*,-35*,8.9*,-11*,34,1.9*
Cc1ccc2c(C)ccc(C)c2c1,nt,104,101,109,98,109,96,111

Remaining list, next part.
canonical_smiles,CCRF-CEM,HOP-62,EKVX,M14,MOLT-4,RPMI-8226,A549/ATCC,HOP-92
CC(C)(O)CNC1CCCCC1,116,99,109,109,114,106,99,110
O=C1Nc2ccsc2C(c2ccccc2)=N[C@H]1Cc1ccccc1,88,90,nt,83,88,85,93,88
C[n+]1c(/C=C/c2ccc(N(CCCl)CCCl)cc2)sc2ccccc21,28,52,83,65,37,28,40,62
C=CC1CN2CCC1CC2C(O)c1ccnc2ccccc12 (configuration not stated),304,121,145,133,258,213,nt,nt
CC1CC2CC(=O)CCC2(C)C2CCC3(C)C(CCC3(C)O)C12 (configuration not stated),94,93,93,104,96,85,93,94
ClC(CN1CCCCC1)C(Cl)c1ccccc1 (configuration not stated),77,83,84,88,77,80,65,81
COc1ccc(NN)cc1,92,116,113,32,86,84,91,96
CCCCCCCCCCCCCCCCCCOc1ccccc1COP(=O)(O)OOCC[N+](C)(C)C,-13*,3.0*,11,-29*,-36*,nt,35,-28*

(list continues)
canonical_smiles,CCRF-CEM,HOP-62,EKVX,M14,MOLT-4,RPMI-8226,A549/ATCC,HOP-92
Cc1ccc(N)cc1C,102,87,99,105,85,104,106,105
O=C1Nc2ccccc2Oc2ccc(S(=O)(=O)CC3CS3)cc21 (configuration not stated),95,98,nt,102,103,99,96,92
C[N+](C)(C)Cc1ccccc1,83&95,98&116,93,106&107,102&104,108&101,96&112,72
Fc1ccc2c(c1)c(-c1nc(-c3c[nH]c4ncccc34)cs1)cn2CCCCN1CCCCC1,-61*,-90*,23,-88*,-68*,-50*,-88*,-53*
CN1CCN(C(=O)COc2ccc(C=C3C(=O)NC(=O)NC3=O)cc2)CC1,98,116,102,110,103,117,105,102
OCC1CN1C1CCCCC1 (configuration not stated),51,103,111,110,92,69,94,nt
CCc1ccc([N+](=O)[O-])cc1,104,98,112,nt,81,107,112,87
CNCCc1ccc(OC)c(OC)c1,99,nt,104,103,106,105,97,75

The listing continues.
canonical_smiles,CCRF-CEM,HOP-62,EKVX,M14,MOLT-4,RPMI-8226,A549/ATCC,HOP-92
O=[N+]([O-])c1ccc(OP(=O)(O)Oc2ccc([N+](=O)[O-])cc2)cc1,106,120,137,107,119,107,94,99
O/N=C/c1ccc2c(c1)OCO2,105,106,106,98,96,112,89,111
CN(C)c1ccc(/C=C/[N+](=O)[O-])cc1,102,104,nt,85,nt,77,95,89
CC(=O)/C=C/c1ccc2c(c1)OCO2,94,102,nt,100,103,92,95,89
c1ccc2c(C3N4CCCN3CC4)c[nH]c2c1 (configuration not stated),90,88,nt,98,104,93,96,63
CC/C(=C\c1ccc(C(C)(C)C)cc1)[N+](=O)[O-],93,90,99,99,83,99,82,88
[Cl][Hg][c]1cc(Br)cc(Br)c1,1.4*,32,80,46,0.9*,23,68,11
S=C=Nc1ccc(I)cc1,100,107,nt,108,112,100,97,nt

Continuation:
canonical_smiles,CCRF-CEM,HOP-62,EKVX,M14,MOLT-4,RPMI-8226,A549/ATCC,HOP-92
C1CN1CN1CC1,100,117,115,102,105,99,104,114
CNC(=O)OCCOC(=O)c1ccc(OC(=O)NC)cc1,110,104,122,111,95,107,100,70
Cc1cc2c(cc1O)C(C)(C)CCC2(C)C,101,92,92,89,100,nt,94,81
O=C1NC(=O)C(=Cc2cccn2CCCCn2c3ccccc3c(=O)c3ccccc32)C(=O)N1,64,79,100,82,70,49,95,86
C=CCSSCC=C,104,92,88,91,103,109,100,113
Oc1c(Br)c(Br)c(Br)c(Br)c1Br,92,97,95,106,102,82,98,nt
CCc1nn[nH]n1,102,114,102,106,nt,106,114,nt
Cc1cc(C)c(CCN(C)C)c(C)c1C,97&103,88,119,96&99,93&97,94&99,119&100,88&92

Single records (already shown).
Profile of Cc1cc2c(cc1O)C(C)(C)CCC2(C)C → CCRF-CEM: 101; HOP-62: 92; EKVX: 92; M14: 89; MOLT-4: 100; RPMI-8226: nt; A549/ATCC: 94; HOP-92: 81
Profile of CCc1nn[nH]n1 → CCRF-CEM: 102; HOP-62: 114; EKVX: 102; M14: 106; MOLT-4: nt; RPMI-8226: 106; A549/ATCC: 114; HOP-92: nt

Additional records follow.
canonical_smiles,CCRF-CEM,HOP-62,EKVX,M14,MOLT-4,RPMI-8226,A549/ATCC,HOP-92
COc1ccc(CNC(=O)CN2CCCC2=O)cc1,111,112,97,92,86,105,99,109
N[C@H]1C[C@@H](C(=O)O)CC1=C(F)F,99,105,114,106,98,108,92,113
CCN(CC)CCOc1c(C(C)C)cccc1C(C)C,102,97,96,99,102,103,90,106
CNC(=O)Oc1cccc2ccccc12,59,95,101,96,92,90,101,95
O=c1cccc2n1C[C@H]1C[C@@H]2CN2CCCC[C@@H]12,95,93,96,103,112,101,100,147
CS(=O)(=O)C(Cl)(Cl)Cl,98,95,nt,91,109,105,106,103
CC(C)CCS(=O)(=O)C(c1ccccc1)c1ccccc1,108,101,100,89,100,107,102,90
CC(Br)c1ccccc1 (configuration not stated),100,118,108,99,112,104,117,nt

Remaining list, next part.
canonical_smiles,CCRF-CEM,HOP-62,EKVX,M14,MOLT-4,RPMI-8226,A549/ATCC,HOP-92
NCCc1c[nH]c2ccccc12,97,97,nt,90,103,103,106,nt
C[C@]12CCCC[C@@H]1CC[C@@H]1[C@@H]2CC[C@]2(C)[C@@H](O)CC[C@@H]12,103,103,93,92,99,106,103,124
CC(C)[C@@H]1CC[C@@H](C)CC12OOCN(c1cccc(Cl)c1)COO2,96,103,107,97,95,92,100,90
CC1=C2CCC3C(CCC4(C)C(O)CCC34)C2CCC1=O (configuration not stated),85,93,55,109,112,nt,98,nt
Nc1ccccc1Cl,108,94,108,100,98,112,105,nt
C(=NC1CCCCC1)=NC1CCCCC1,77,87&109,41,87&115,86&101,50&98,87&111,62&93
c1cc2c(c(NC3=NCCCS3)c1)CCCC2,101,88,nt,89,97,91,99,40
CCN(CC)CC(O)c1ccc(Cl)c(Cl)c1 (configuration not stated),110,101,102,98,105,110,106,80
C[C@]12CC[C@H]3[C@@H](CC=C4c5nc(N)sc5CC[C@@]43C)[C@@H]1CC[C@@H]2O,91,100,101,99,103,103,95,105
C1CN2CCOB(O1)OCC2,103,98,105,104,101,100,nt,95
C=CC12CCN(CC1)C(C(O)c1ccnc3ccc(OC)cc13)C2 (configuration not stated),76,97,nt,72,68,4.4*,76,75

Gathered by group, those above containing a thiophene ring, fused or not.
canonical_smiles,CCRF-CEM,HOP-62,EKVX,M14,MOLT-4,RPMI-8226,A549/ATCC,HOP-92
Nc1c(C(=O)c2ccccc2)sc2nc3c(cc12)N1CCC3CC1,77,91,nt,101,94,92,88,nt
O=C1Nc2ccsc2C(c2ccccc2)=N[C@H]1Cc1ccccc1,88,90,nt,83,88,85,93,88

Screening data as filed in PubChem BioAssay.
